Screens (PubChem BioAssay)
N370S GC – N370S glucocerebrosidase modulation, Gaucher chaperone candidate | P04062 | N370S GC spleen homogenate, 4MU-glucoside fluorescence | Potency, µM (series often up to 59.4 µM), for inactives: at the top dose activity change, negative = inhibition, most hits filed as inhibitors | 330,000 compounds, 0.092% hits | AID 2101;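 further: 0% = full enzyme activity and -100% = no enzyme basal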
FEN1 inhibitor – blocks human flap endonuclease 1 | Recombinant FEN1 flap cleavage, fluorescence, 15 min | 390,000 compounds, 0.35% hits | P39748 | AID 588795 | Potency, µM (series often up to 114 µM), without a hit: at the top dose activity change, negative = inhibition, usual class: inhibitors; further: nearly all actives have a fitted effect of over 65% in size
Target sequence (P39748 whole entry, looked up): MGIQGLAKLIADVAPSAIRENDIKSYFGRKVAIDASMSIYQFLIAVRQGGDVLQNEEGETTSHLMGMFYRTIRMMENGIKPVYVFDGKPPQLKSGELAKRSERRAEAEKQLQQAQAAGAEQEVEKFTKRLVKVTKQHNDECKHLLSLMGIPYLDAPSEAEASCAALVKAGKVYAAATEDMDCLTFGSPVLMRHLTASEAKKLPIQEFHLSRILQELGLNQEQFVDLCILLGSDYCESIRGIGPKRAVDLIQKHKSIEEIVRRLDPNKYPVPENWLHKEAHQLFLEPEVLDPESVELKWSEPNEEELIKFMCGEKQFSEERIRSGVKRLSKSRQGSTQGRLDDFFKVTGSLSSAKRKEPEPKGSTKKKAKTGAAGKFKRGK
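Reaction started by adding substrate (50 nM final) to 10 nM enzyme after 15 min room-temperature compound preincubation. Reads at 0 and 15 min, with data normalized and fitted to a four-parameter Hill equation.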
TDP1 block – inhibitors of human tyrosyl-DNA phosphodiesterase TDP1. Q9NUW8. recombinant TDP1, AlphaScreen DNA substrate cleavage. Potency, µM (titrated, usually from 130 µM), for inactives: top-dose activity change, negative = inhibition, usual class: inhibitors. 350,000 compounds, 0.28% hits; further: nearly all actives have a fitted effect of over 40% in size
Target sequence (Q9NUW8 whole entry, looked up): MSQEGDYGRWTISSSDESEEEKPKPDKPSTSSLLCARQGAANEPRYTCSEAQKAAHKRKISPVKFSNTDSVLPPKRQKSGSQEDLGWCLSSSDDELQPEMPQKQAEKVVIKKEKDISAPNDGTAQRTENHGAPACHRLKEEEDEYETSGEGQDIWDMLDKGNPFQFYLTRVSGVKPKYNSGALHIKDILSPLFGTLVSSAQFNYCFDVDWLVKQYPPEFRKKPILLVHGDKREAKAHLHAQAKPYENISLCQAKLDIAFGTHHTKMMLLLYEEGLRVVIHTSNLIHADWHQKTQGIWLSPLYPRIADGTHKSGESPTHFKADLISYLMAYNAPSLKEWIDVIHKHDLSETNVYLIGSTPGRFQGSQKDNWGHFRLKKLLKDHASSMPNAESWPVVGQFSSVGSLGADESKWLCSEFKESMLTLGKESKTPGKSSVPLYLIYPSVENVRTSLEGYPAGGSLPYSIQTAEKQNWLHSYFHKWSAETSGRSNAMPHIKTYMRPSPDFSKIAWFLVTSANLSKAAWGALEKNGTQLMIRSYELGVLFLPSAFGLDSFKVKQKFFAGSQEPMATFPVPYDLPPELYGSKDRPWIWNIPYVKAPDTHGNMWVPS
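Enzyme-compound mixtures sat 15 min at room temperature, followed by a 5 min reaction with 15 nM final substrate and 10 min with AlphaScreen beads. Recombinant human Tdp1 was used at 1 nM final.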
Starred values were filed as active, the others as inactive; ? = inconclusive; . = no result given; & = joins results of further samples; [ ] = dose if it differs, or a comment. The call rests on the fitted dose curve; in most records, active means well fitted curve in the direction sought with a large enough effect; inconclusive means small, poorly fitted or top-dose-only effect, or another doubt; inactive means no such curve, though single readings can be large; an effect the other way counts as inactive or inconclusive. Unless noted, on the % scale 0 is the no-effect control and ±100 the full control effect; potency means the concentration at half of the fitted maximal effect.

mol | N370S GC | FEN1 inhibitor | TDP1 block
Cc1ccc(CNC(=O)c2cc3sc(Cl)cc3n2C)cc1 | . | 21% | -5%
CC1CC(C)CN(CCCNC(=O)Cn2ncn3cccc3c2=O)C1 (stereo not given) | 0% | -6% | -2%
O=C(COC(=O)C12CC3CC(CC(C3)C1)C2)NCCCc1ccccc1 | 5% | -14% | 0%
Cc1ccccc1NC(=O)CSc1nnc(Cc2cccn2C)n1-c1ccc(F)cc1 | -2% | -3% | 3%
COc1ccc(-c2noc(CNC(=O)CCN3C(=O)[C@H]4CC=CC[C@H]4C3=O)n2)cc1 | -7% | 13% | 0%
CC(C)NC(=O)C1(c2ccccc2)CCOCC1 | 10% | 0% | 10%
CN1CCC(=NNC(=O)c2cn(-c3ccccc3)nc2-c2ccccc2)CC1 | -11% | -9% | 2%
Cc1c(OCC(=O)NCC2CCC(C(=O)NCCCO)CC2)ccc2c(-c3ccccc3)cc(=O)oc12 (stereo not given) | -4% | -16% | 1%
Cc1cc(NC(=O)CSc2nc(-c3ccccc3)nc3c2c(=O)n(C)c(=O)n3C)no1 | -4% | -2% | .
COc1ccccc1N1CCN(C(=O)c2cccs2)CC1 | -9% | -5% | .
CCOC(=O)c1nn(-c2ccccc2)c(C#N)c1N | -4% | -11% | 3%
O=C(Nc1ccc(F)cc1F)c1ccc(CN2CC(=O)N3CCCCC3C2=O)cc1 (stereo not given) | . | -2% | 9%
CN1CCC(=O)N([C@H](CSc2ccccc2)c2ccccc2)CC1 | -7% | 12%&11% | .
COc1ccc(Cl)cc1NC(=O)COC(=O)c1ccc(C)o1 | . | 20% | ?
COc1ccc(S(=O)(=O)N2CCC(C(=O)NCCC(=O)NCc3cccc(OC)c3)CC2)cc1 | -14% | -5% | 2%

mol | N370S GC | FEN1 inhibitor | TDP1 block
COc1ccc(C)cc1NC(=O)Nc1cccc(OCc2cc(=O)n3ccc(C)cc3n2)c1 | . | 17% | 8%
CSc1c(C#N)sc(=S)n1-c1ccc(C)cc1 | 2% | -2% | 3%
N/C(CS(=O)(=O)c1ccccn1)=N\OC(=O)c1ccccc1Cl | 20% | 0% | 5%
Cc1nc(N2CCOCC2)c2c(C(=O)NCc3cccc(Cl)c3)c(C)oc2n1 | . | 3% | 5%
Cn1c(=O)nc2n(Cc3ccccc3)c3ccccc3cc-2c1=O | 5% | -15% | -4%
COc1ccc(C(=O)COC(=O)COc2cccc3c2OC(C)(C)C3)c(OC)c1 | -6% | 8% | 4%
CC1C(=O)N2CCCc3cc(NC(=O)C(=O)NCc4cccnc4)cc1c32 (stereo not given) | 3% | -5% | 0%
CC(=O)Oc1ccccc1C1=NN(C(=O)/C=C/c2ccccc2)C(c2ccccc2)C1 (stereo not given) | ? | -13% | -3%
CCC1CCCCN1CCN1C(=O)C2C(C(=O)Nc3cccc(OC)c3)C3C=CC2(O3)C1C(=O)NC1CCCCC1 (stereo not given) | -1% | -3% | 4%
C/C(=C\c1ccccc1)C(=O)Nc1ccc(Cl)cn1 | 0% | 1% | -5%
Cc1ccccc1-c1nc(CN2CCC(C(=O)NCCCN3CC(C)CC(C)C3)CC2)c(C)o1 (stereo not given) | -8% | -1% | 5%
CC1Cc2ccccc2N1C(=O)CCn1c(=O)sc2ccccc21 (stereo not given) | 16% | -14% | .
COc1ccc(CN(C)C(=O)C2CCN(S(=O)(=O)c3cccs3)CC2)cc1F | . | -5% | -1%[56.1 µM]
CC(=O)Nn1c(COc2ccccc2C)nc2ccccc2c1=O | -6% | 5% | 2%
Cc1cc(C)n(CC(O)COc2ccccc2)n1 (stereo not given) | 2% | 7% | 3%

mol | N370S GC | FEN1 inhibitor | TDP1 block
Oc1ccccc1-c1cc(-c2ccc(F)cc2)n[nH]1 | -3% | 5% | .
Cn1c(CNC(=O)C(Cc2ccccc2)NC(=O)c2ccccc2F)cc(=O)n(C)c1=O (stereo not given) | -1% | 3% | 0%
COc1ccc(N2CC(NS(=O)(=O)c3cccnc3)CC2=O)cc1OC (stereo not given) | 4% | -1% | .
Cc1ccc(S(=O)(=O)N2CCCC(C(=O)O)C2)s1 (stereo not given) | 2% | 11% | 6%
CCCC12CN3CC(C)(CN(C1)C3c1ccc3c(c1)OCO3)C2=O (stereo not given) | -24% | 9% | 7%
Cc1ccc(C(=O)NNc2ncnc3c2cnn3C)cc1 | -22% | 1% | 1%
NC(=O)COc1cccc(/C=N/NC(=O)c2ccc(-n3cccc3)cc2)c1 | -3% | -1% | .
COc1ccc(NC(=O)C2CCN(C3=NS(=O)(=O)C(c4ccc(C)c(C)c4)=C3C)CC2)c(OC)c1 | . | 4% | 8%
COc1ccc(-n2nnnc2C2CCN(S(=O)(=O)c3ccc(C)cc3)CC2)cc1 | . | -7% | 2%
Nc1nonc1-n1nnc(C(=O)N/N=C/c2ccc(OCc3ccccc3)cc2)c1CNc1ccccc1 | -4% | 22% | 1%
CCOCCCNC(=S)Nc1ccc2nc(N3CCN(CC)CC3)cc(C)c2c1 | 3% | -1% | .
CCCCn1c(N)c(N(CC)C(=O)C2COc3ccccc3O2)c(=O)[nH]c1=O (stereo not given) | ? | 6% | .
CCOC(=S)SCC(=O)Nc1ncc(C)s1 | 3% | 4% | 3%
Cc1cc(C)c2[nH]c(=O)c(CN(Cc3cccs3)C(=S)NCC3CCCO3)cc2c1 (stereo not given) | 11% | 4% | 9%
CN(C(=O)c1cccc(C#N)c1)c1nnc(-c2ccccn2)s1 | 1% | 0% | 7%

mol | N370S GC | FEN1 inhibitor | TDP1 block
Cc1cccc2cc(CN(CC3CCCO3)C(=O)c3ccco3)c3nnnn3c12 (stereo not given) | -2% | . | 4%
O=C(N/N=C/c1cccc([N+](=O)[O-])c1)c1cc[n+](CCO)cc1 | -2% | -9% | 4%
COc1cccc(-c2nc(CS(=O)(=O)CC(=O)Nc3ccccc3C)c(C)o2)c1 | 0% | 14% | 3%
Cc1ccc(CCNC(=O)C(NS(=O)(=O)c2ccc3c(c2)oc(=O)n3C)C(C)C)cc1 (stereo not given) | . | -10% | -5%
O=C(Cc1ccccc1Cl)NCCCn1ccnc1 | -5% | -1% | 5%
C[C@H](CO)N1C[C@H](C)[C@@H](CN(C)S(=O)(=O)c2cn(C)cn2)Oc2ccc(NC(=O)Nc3ccccc3)cc2C1=O | . | -3% | 2%
NC(=O)c1cc(NC(=O)c2cc(Br)c(Br)s2)cc(C(N)=O)c1 | 2% | ? | 3%
CCOc1ccc(S(=O)(=O)Nc2cc(Cl)ccc2O)cc1 | 10% | -5% | 0%
O=C(NCC1CCCO1)c1cccc(NC(=O)c2ccc(Br)cc2)c1 (stereo not given) | 0% | 17% | 5%[56.1 µM]
N#C/C(=C/c1ccc(OCc2ccc(C(=O)O)cc2)c(Br)c1)c1cccc(F)c1 | 10% | ? | .
Cc1cccc(NS(=O)(=O)c2ccc3c(c2)CCCN3C(=O)C2CCC2)c1C | . | -20% | 7%
CCOc1ccccc1N1CN(C2CCCCC2)CNC1=S | 5% | 3% | -3%
CC(C)OCCCNC(=S)N1CCC(C(=O)c2ccc3c(c2)OCCO3)CC1 | 3% | -12% | -3%
CCCCCC1=C2CNC(CCC)(C(=O)OC)C=C2C(C)C1=O (stereo not given) | -5% | . | -15%
CN1CCN(Cc2cccc(Oc3ccccc3)c2)CC1 | 0% | 4% | 0%

Some of these compounds in order of the TDP1 block value, smallest number first.
| Compound | N370S GC | TDP1 block |
| --- | --- | --- |
| CCCCCC1=C2CNC(CCC)(C(=O)OC)C=C2C(C)C1=O (stereo not given) | -5% | -15% |
| CC(C)OCCCNC(=S)N1CCC(C(=O)c2ccc3c(c2)OCCO3)CC1 | 3% | -3% |
| CN1CCN(Cc2cccc(Oc3ccccc3)c2)CC1 | 0% | 0% |
| O=C(Cc1ccccc1Cl)NCCCn1ccnc1 | -5% | 5% |

The list continues:
mol | N370S GC | FEN1 inhibitor | TDP1 block
S=c1nc(COc2ccccc2)[nH]c2ccccc12 | -4% | -9% | .
CCN(Cc1ccncc1)Cc1ccc(OC)cc1OC | -1% | 13% | .
O=C1/C(=C/c2cccs2)COc2ccccc21 | 8% | 0% | -2%
CC1(C)CC(=O)c2cc(-c3nc(-c4ccc(Cl)cc4)cs3)c(=O)n(-c3ccc(F)cc3)c2C1 | . | -15% | 2%
COC(=O)CN1C(=O)C(C)=C(c2ccc(C)cc2)S1(=O)=O | 3% | -4% | 2%
CCS(=O)(=O)N1CCN(S(=O)(=O)c2ccc3ccccc3c2)CC1 | -3% | 14% | .
O=C(NC(Nc1nc2ccc([N+](=O)[O-])cc2s1)(C(F)(F)F)C(F)(F)F)c1ccccc1Cl | -14% | 9% | 5%
CCOc1ccc(-n2cc(C(=O)Nc3ccccc3OCC)c3cc(OC)c(OC)cc3c2=O)cc1 | . | -2% | 9%
Cc1ccc(S(=O)(=O)Nc2cc3c4c(c2)CCN4C(=O)CC3)cc1 | -15% | -2% | .
COc1ccc(C(=O)N/N=C(\N)c2cc3ccccc3oc2=O)cc1 | 1% | 3% | 8%[0.0935 µM]
Cc1cc(Oc2ccccc2)nc2ccc(O)cc12 | 22% | . | 2%
CC1CCCN(C(=O)c2ccc(S(=O)(=O)Nc3ccccc3Cl)cc2)C1 (stereo not given) | -21% | 2% | 2%
Cc1nc([N+](=O)[O-])cn1CC(=O)c1ccccc1 | 3% | 14% | 3%
Cc1ccc(Nc2c3c(nc4ccccc24)CCC3)cc1 | -13% | -27% | 8%
Cc1ccc(NS(=O)(=O)c2cc(C(=O)NCc3cccnc3)ccc2C)cc1 | -8% | 2% | 3%

Entries of single compounds, quoted from the list. Screens in order: N370S GC | FEN1 inhibitor | TDP1 block
Cc1ccc(NS(=O)(=O)c2cc(C(=O)NCc3cccnc3)ccc2C)cc1 reads -8% | 2% | 3%
COc1ccc(C(=O)N/N=C(\N)c2cc3ccccc3oc2=O)cc1 reads 1% | 3% | 8%[0.0935 µM]
Cc1ccc(Nc2c3c(nc4ccccc24)CCC3)cc1 reads -13% | -27% | 8%
O=C1/C(=C/c2cccs2)COc2ccccc21 reads 8% | 0% | -2%
CCN(Cc1ccncc1)Cc1ccc(OC)cc1OC reads -1% | 13% | .

Other entries follow:
mol | N370S GC | FEN1 inhibitor | TDP1 block
COc1ccc(CCc2nnc(CCC(=O)NCC3CCCO3)o2)cc1 (stereo not given) | 6% | 29% | 3%
CCN1Cc2ccccc2-c2ccccc2S1(=O)=O | . | 1% | -1%[56.1 µM]
CCC(C)c1ccc(Nc2ncccc2C#N)cc1 (stereo not given) | -16%[12.8 µM] | -21% | .
CC(=O)Nc1ccc(NC(=O)Cn2c(=O)ccc3cc(S(=O)(=O)N4CCC(C)CC4)ccc32)cc1 | . | 21% | 3%
CCCNc1nc(C)cc(-c2cc(C(=O)NC3CCCC3)on2)n1 | -15% | 18% | 1%
CCOC(=O)c1c(C)[nH]c(C(=O)CN2C(=O)NC(C)(c3ccc(C)cc3)C2=O)c1C (stereo not given) | -6% | -17% | 2%
COC(=O)C1=C(C)N(C)C(=O)/C1=C\c1cccs1 | 15% | 0% | -2%
COC(=O)c1cc(S(=O)(=O)N2CCN(c3cccc(C)c3)C(C)C2)cn1C (stereo not given) | . | 6% | 0%
COc1ccc(Nc2nnc(SCc3cc([N+](=O)[O-])cc4c3OCOC4)s2)cc1 | 5% | -15% | 2%
CCC[C@@H](CN[C@@H](CNC)C(C)C)NCCCCc1ccccc1 | -19% | 0% | .
CN(C(=O)COc1ncnc2sccc12)C1CCCCC1 | . | 20% | -3%[56.1 µM]
CS(=O)(=O)N1CCN(C(=O)c2ccncc2)CC1 | 8% | -13% | -6%
Cc1ccc(C(=O)OCC(=O)NC(=O)c2cccn2C)cc1 | 2% | -3% | -1%
CC1CCN(C(=O)Oc2ccccc2)CC1 | 6% | -8% | 4%
O=C(O)c1ccc(NC(=O)c2cn(-c3ccccc3)nc2-c2ccccc2)cc1 | 7% | -5% | -1%

mol | N370S GC | FEN1 inhibitor | TDP1 block
Cc1ccc(C)c(NC(=O)c2cnn(-c3ccc(F)cc3F)c2C2CCNCC2)c1 | . | 8% | -1%
CC1CCN(C(=O)CSc2nnc3ccccn23)CC1 | . | -2% | 2%
CNS(=O)(=O)c1ccc(NC(=O)C2c3ccccc3Oc3ccccc32)cc1 | 0% | 5% | 3%
COc1ccc(N2CCN(C(=O)c3ccc(Br)cc3)CC2)c([N+](=O)[O-])c1 | 14% | -5% | 4%
CCC(CO)NCc1ccc(OCC(O)c2ccccc2)c(OC)c1 (stereo not given) | -12% | 21% | -3%
COc1ccccc1-n1ccnc1SCC(=O)NCC1CCCO1 (stereo not given) | -7% | 2% | 7%
Cc1cccc(-c2nc(C)c(CCNC(=O)C(=O)Nc3ccccc3C#N)s2)c1 | . | 4% | 4%
CCOc1ccc(Nc2cc(C)c3ccccc3n2)cc1 | 0% | 2% | .
Cc1cccc(N2CCN(C(=O)Cn3ncc4c3-c3cc(C)ccc3OC4)CC2C)c1 (stereo not given) | . | 3% | 3%
CNC(=O)[C@H]1O[C@H](n2cnc3c(NCc4cccc(I)c4)nc(Cl)nc32)[C@@H](O)[C@@H]1O | -13% | . | -6%[56.1 µM]
Nc1[nH]nc2nc(-c3ccccc3)[nH]c(=O)c12 | 0% | 4% | 6%
Cc1ccc(CSc2nnc(NC(=O)C3COc4ccccc4O3)s2)cc1 (stereo not given) | -1% | 4% | 1%
